UTI89 phage lysis: inhibition of K1F phage lysis, E. coli UTI89, bacterial capsule biogenesis inhibitors, alamar blue (AID 488966) | E. coli UTI89 K1F phage lysis, alamar blue, 2 h; higher % means a stronger effect | hit rate 0.02% among 340,000 | inhibition, % at 100 µM, or IC50 in µM where a hit was titrated;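 active = phage lysis inhibition, versus mean bacterial control, above a set limit; inconclusive = no clear call, values can overlap the other calls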;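 also: capsule biogenesis inhibitors block K1F phage lysis so surviving cells raise fluorescence; higher fluorescence means more inhibition of phage lysis; actives were called in the ten point dose series up to 300 µM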
GPR55 antagonists: GPR55 antagonists blocking LPI-driven arrestin recruitment, primary screen, imaging, U2OS, beta-arrestin-GFP, LPI agonist (AID 2013); U2OS GPR55 beta-arrestin-GFP translocation imaging, LPI antagonism; higher % means a stronger effect; inhibition, % at 10 µM; hits with a dose series show IC50 in µM; hit rate 0.13% among 290,000;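 active = spots per cell inhibited over 60%, with over 100 cells counted and total cytoplasm intensity under 500,000; inconclusive = wells with under 100 cells, flagged as likely toxic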;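 also: U2OS cells stably carrying GPR55 and arrestin-GFP stimulated by 5 µM LPI near EC80; imaged beta-arrestin-GFP aggregate spots per cell after agonist stimulation; plate controls were LPI-stimulated DMSO wells for no effect and DMSO wells without LPI for full effect; some results filed as inactive read as strong as hits; confirmed hits need IC50 under 10 µM and bright autofluorescent wells are also inconclusive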
NS5 inhibitors: Dengue-2 NS5 methyltransferase inhibitors, primary screen, biochemical, confirmation dose response (AID 588689); Dengue-2 NS5 methyltransferase capping enzyme assay, biochemical; higher % means a stronger effect; hit rate 0.3% among 340,000; one-dose inhibition, % at 25 µM; IC50 in µM for titrated hits; in the data active = a potency from the dose series; inconclusive = inhibition above about 29% without an active follow-up result
AID2073: inhibitors of Mint1-CaV2.2 protein interaction, biochemical, HTRF (AID 2073); HTRF protein-protein interaction, Mint1-CaV2.2; higher % means a stronger effect; inhibition, % at 20 µM, or IC50 in µM where a hit was titrated; hit rate 0.19% among 290,000; in the data active = inhibition mostly above about 51%, no sharp cut-off; inconclusive = no clear call, values can overlap the other calls; inactive = mostly below about 53%; also: some results filed as inactive read as strong as hits
GPR35 arrestin U2OS: inhibition of zaprinast-stimulated GPR35 beta-arrestin translocation – imaging, U2OS, beta-arrestin-GFP, zaprinast agonist, primary screen (AID 2058); U2OS GPR35 beta-arrestin-GFP translocation imaging, zaprinast antagonism; higher % means a stronger effect; inhibition, % at 10 µM; hits with a dose series show IC50 in µM; hit rate 0.052% among 290,000;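 active = inhibition of at least 50% with at least 30 cells and total cytoplasm GFP at most 10,000,000; inconclusive = under 30 cells or total GFP of 10,000,000 plus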
Siah-1 displacement: blockers of Siah-1 interaction with plectin peptide – biochemical, fluorescence polarization, rhodamine-plectin, uHTS, primary screen (AID 1817). Siah-1 / rhodamine-plectin peptide fluorescence polarization; higher % means a stronger effect. displacement, % at 20 µM, or IC50 in µM where a hit was titrated. hit rate 0.02% among 290,000;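 active = displacement of at least 50% at 20 µM, with a fluorescence ratio check between 0.3 and a set limit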;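 also: plate controls were Siah plus tracer with DMSO for no effect and tracer alone without Siah for full effect; strong numbers were not always called active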
GPR55 activation: GPR55 agonists via beta-arrestin recruitment, primary screen, imaging, U2OS cells, beta-arrestin-GFP redistribution (AID 1961); U2OS GPR55 beta-arrestin-GFP redistribution imaging; higher % means a stronger effect; one-dose activation, % at 10 µM; EC50 in µM for titrated hits; hit rate 0.048% among 290,000;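 active = activation above 40% with more than 50 cells counted in the well; inconclusive = wells holding fewer than 50 cells, flagged as toxic or sparse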;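 also: U2OS osteosarcoma cells stably expressing GPR55 and beta-arrestin-GFP; plate controls were DMSO negative control for no effect and LPI positive control for full effect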
HIV peptide binding: inhibitors of HIV fusion peptide binding, primary screen, biochemical, uHTS, fluorescence dequenching (AID 1986). inhibition, % at 20 µM, or IC50 in µM where a hit was titrated. hit rate 0.3% among 290,000. cell-free peptide binding, fluorescence dequenching, 30 min; higher % means a stronger effect; in the data active = inhibition mostly above about 52%, no sharp cut-off; inactive = mostly below about 76%; also: some results filed as inactive read as strong as hits
NTR1 agonist: NTR1-driven beta-arrestin-GFP spot formation – imaging, U2OS cells, high content, primary screen (AID 493036); activation, % at 20 µM; agonist mode; P30989; hit rate 0.17% among 330,000;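 active = activation at or above 40% of the spot to cytoplasm intensity ratio, with at least 20 cells analyzed; inconclusive = wells under 20 cells, flagged as cytotoxic or low count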;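 also: 0% = DMSO without peptide and 100% = 100 nM NTR1 peptide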
Target sequence (P30989 whole entry, looked up): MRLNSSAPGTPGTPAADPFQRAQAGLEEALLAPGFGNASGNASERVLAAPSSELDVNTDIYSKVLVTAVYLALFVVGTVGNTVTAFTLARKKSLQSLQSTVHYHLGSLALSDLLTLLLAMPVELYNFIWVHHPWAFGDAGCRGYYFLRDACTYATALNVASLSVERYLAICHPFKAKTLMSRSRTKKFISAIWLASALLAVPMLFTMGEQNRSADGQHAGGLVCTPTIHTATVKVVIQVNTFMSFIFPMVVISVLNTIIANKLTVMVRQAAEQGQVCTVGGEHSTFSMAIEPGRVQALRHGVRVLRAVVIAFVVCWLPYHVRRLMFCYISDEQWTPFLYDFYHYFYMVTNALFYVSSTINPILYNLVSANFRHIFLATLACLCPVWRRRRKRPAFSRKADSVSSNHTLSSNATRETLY
NTR1 agonist cell count 20 µM: recorded beside NTR1 agonist, whose call it bears; cell count; measured here: cell count, cytotoxicity flag
* marks the source's active call; other numbers are inactive results; ? = inconclusive; nt = no result given; [ ] = dose if it differs, or a comment.

SMILES	UTI89 phage lysis	GPR55 antagonists	NS5 inhibitors	AID2073	GPR35 arrestin U2OS	Siah-1 displacement	GPR55 activation	HIV peptide binding	NTR1 agonist	NTR1 agonist cell count 20 µM
COc1cc(C(CCN2CCN(c3ccccc3)CC2)c2c(OC)cc(OC)c3ccc(=O)oc23)cc(OC)c1OC (configuration not stated)	-0.5%	23%	12%	15%	-13%	10%	0.0%	0.1%	-2.7	77
Cc1cc(NC(=O)Nc2ccccc2F)ccc1Br	0.2%	-3%	-2%	-5%	8%	5%	-0.3%	0.7%	1.7	89
O=C1CSc2ccc(S(=O)(=O)NCc3ccc(F)cc3)cc2N1	0.0%	9%	5%	8%	11%	0%	0.2%	-2.0%	-0.6	70
O=C(CSc1nc(Nc2ccccc2)nc(N2CCOCC2)n1)N1CCCC1	0.1%	12%	nt	-8%	-9%	2%	-0.1%	-0.9%	1.0	73
CCOc1ccc(N2C(=O)C3Sc4[nH]c(=O)sc4C(c4ccc(OC)c(OC)c4)C3C2=O)cc1 (configuration not stated)	1.2%	9%	3%	-15%	1%	1%	-0.1%	15%	0.3	66
CC(=O)N1c2ccccc2N2C(c3c(C)c(C)cc(C)c3C)=NON12	-0.6%	1%	12%	-9%	-5%	4%	-0.1%	-0.2%	nt	nt
CO/N=C/C1C(=O)NN=C1c1ccccc1 (configuration not stated)	0.0%	13%	-3%	11%	-4%	-1%	-0.3%	-0.7%	0.9	93
Cc1cc(=O)[nH]c(Nc2ccc(Cl)cc2)n1	0.7%	7%	-4%	4%	4%	10%	-0.1%	-0.1%	1.3	63
Cc1c(CCOC(=O)c2ccc(N3CCOCC3)c([N+](=O)[O-])c2)sc[n+]1CC#N	0.4%	5.7µM*	-3%	-8%	7%	-7%	-0.1%	-1.3%	1.5	64
Cc1cc(=O)n(C)c(=O)n1CCCCOc1cccc([N+](=O)[O-])c1	0.1%	15%	0%	10%	15%	3%	0.1%	0.8%	-1.3	75
CCCCC(=O)Nc1ccccc1Oc1ccccc1	-0.1%	10%	-9%	-3%	-7%	4%	0.4%	-0.7%	0.1	23
Cc1ccc(CCNC(=O)C2CCC(=O)N2C(C)C)cc1 (configuration not stated)	3.3%	8%	-3%	-4%	5%	-2%	0.0%	0.4%	-0.7	41
C=CCn1c(SC2CCOC2=O)nc2sc(C)c(C)c2c1=O (configuration not stated)	3.3%	-4%	-6%	10%	18%	-9%	-0.4%	-3.0%	8.1	56
CS(=O)(=O)N1CCN(C(=O)NC2CCCCC2)CC1	-0.4%	-14%	1%	5%	12%	6%	2.4%	0.7%	-0.5	40
Cc1ccc(Cl)cc1N1CCN(S(=O)(=O)c2ccc(-c3ccc(=O)[nH]n3)o2)CC1	0.2%	-19%	3%	11%	11%	1%	0.2%	0.2%	1.0	62
Cc1nc2oc(C(=O)c3ccc(Br)cc3)c(N)c2c2c1COC(C)(C)C2	0.3%	-1%	-4%	1%	-5%	1%	-0.2%	-2.1%	6.1	76
O=C(NCc1ccncc1)Nc1ccccc1	-1.3%	11%	-8%	10%	0%	-4%	-0.1%	-0.6%	1.0	64
O=C(CCN1C(=O)/C(=C/c2ccccc2Cl)SC1=S)N1CCOCC1	0.2%[50 µM]	3%	1%	-4%	26%	-5%	-0.1%	-2.2%	1.4	60
C[C@@H](C(=O)Nc1ccc2c(c1)OCCO2)n1c(=O)[nH]c2ccccc2c1=O	0.3%	5%	-15%	14%	18%	-3%	-0.2%	-1.0%	0.5	67
COC(=O)c1ccc(CSc2nnc(NC(C)C)s2)cc1	0.1%	-2%	-15%	-9%	1%	2%	0.0%	0.3%	2.7	49
CCN(CC)C(=O)Cn1cnc2sc(C(=O)NCCCN3CCOCC3)c(C)c2c1=O	-0.1%	-5%	5%	2%	-12%	-3%	1.0%	-0.6%	1.1	45
NC(=S)Nc1ccccc1Br	-0.4%	-13%	5%	-10%	-2%	-2%	0.0%	-0.6%	0.9	59
O=C(CSc1ccc(-c2ccncc2)nn1)c1ccccc1	0.2%	-6%	-4%	4%	-2%	3%	-0.4%	-1.2%	-0.2	65
Cc1cc(C(F)(F)F)n(-c2nc(C(=O)NNS(=O)(=O)c3ccccc3)cs2)n1	1.9%	10%	-2%	7%	-10%	6%	0.5%	-2.2%	-0.3	54
CCn1nc2cc(C(=O)NCC34CC5CC(CC(C5)C3)C4)ccc2c1OC	-0.8%	nt	-8%	5%	11%	-2%	0.3%	-2.8%	-1.8	84
COC(=O)c1c(NC(C)=O)sc2c1CCCC2	0.3%	-13%	1%	7%	-8%	-1%	-0.2%	-1.2%	-0.2	69
Cc1cccc(C(CC(=O)NCCc2ccccc2)c2ccccc2)c1O (configuration not stated)	0.0%	12%	-9%	10%	-3%	11%	-0.2%	0.2%	0.7	49
CC(C)OC(=O)CC12CN3CN(C1)CC(CC(=O)OC(C)C)(C3)C2=O	-0.5%	0%	-4%	15%	3%	-2%	0.3%	0.0%	-1.8	91
Cc1[nH]c2ccccc2c1C(=O)CCl	-2.4%	0%	-7%	4%	19%	2%	-0.1%	-0.5%	nt	nt
CC(C)c1nc(CNC(=O)C2CCC(=O)N(CCc3cccc(F)c3)C2)cs1 (configuration not stated)	-0.2%	-5%	-1%	4%	7%	7%	0.3%	0.4%	1.8	61
CC1=C(C(=O)Nc2ccc(C)cc2C)C(c2cccs2)NC(=S)N1 (configuration not stated)	2.8%	3%	-2%	0%	6%	6%	-0.3%	-0.1%	0.3	67
COc1ccc(C(=O)N2CCCC(c3nc(-c4cccs4)no3)C2)cc1 (configuration not stated)	?	7%	-3%	-5%	-13%	-2%	0.1%	-1.8%	3.2	71
Cc1ccc(S(=O)(=O)N2CCC[C@H]2C(=O)OCC(=O)c2ccc3c(c2)NC(=O)CO3)cc1	1.4%[50 µM]	-8%	-5%	18%	-2%	2%	-0.1%	-3.1%	4.9	56
C/C(=C\C(=O)Nc1cscc1C)C(=O)O	-0.2%	1%	2%	-13%	4%	0%	0.0%	-1.3%	2.4	35
Cc1ccccc1CSCCNS(C)(=O)=O	1.9%	4%	-2%	-1%	-12%	0%	-0.1%	-1.7%	-0.6	72
CC(=O)N1CCOc2ccc(S(=O)(=O)N3CCC(C(=O)Nc4ccc(C)c(C)c4)CC3)cc21	1.7%	6%	0%	-3%	2%	3%	0.0%	2.2%	-1.3	68
COc1cnc(-c2ccccc2)nc1Oc1cccc(C)c1C	-0.3%	-1%	-4%	17%	2%	4%	0.0%	-2.2%	4.4	38
CC(C)(Cc1cccc(CC(C)(C)C(=O)O)c1)C(=O)O	-1.3%	0%	3%	10%	5%	6%	0.8%	0.3%	0.3	62
Cc1ccccc1OCCOC(=O)c1nc2nccc(C)n2n1	-0.5%	10%	-11%	6%	6%	8%	0.0%	-2.1%	1.3	22
CCc1ccccc1NC(=O)NC(C)c1ccc2c(c1)OCO2 (configuration not stated)	0.0%	-13%	-5%	-4%	-6%	-1%	0.0%	1.3%	0.1	41
O=C(O)CSc1nnc(-c2cccc(S(=O)(=O)N3CCOCC3)c2)n1-c1cccc(Cl)c1	0.2%	-7%	-2%	16%	-10%	1%	0.0%	0.5%	0.8	61
COc1ccc(OCc2nc3ccc(S(=O)(=O)Nc4ccccc4Cl)cc3[nH]2)cc1	3.0%	0%	21%	6%	1%	-5%	-0.2%	7.4%	1.6	69
COc1ccc(-c2nc3n(c(=O)c2C#N)CCS3)cc1OC	0.0%	3%	-2%	22%	-6%	-1%	0.0%	0.9%	-1.3	38
CCOC(=O)c1c(NC(=O)c2ccoc2C)sc2c1CCC2	-0.1%	1%	7%	24%	-12%	2%	-0.1%	11%	6.2	86
CC(NC(=O)Cn1c(=O)oc2cc(S(=O)(=O)N3CCCC3)ccc21)c1ccccc1 (configuration not stated)	0.5%	-6%	-10%	-7%	10%	-1%	-0.2%	-2.9%	-1.6	61
CC(C)N=C1CC(C)(C)CC(=O)/C1=C(/O)CCCN1C(=O)c2ccccc2C1=O	0.0%	7%	-12%	-18%	5%	-2%	1.2%	-1.0%	1.5	89
O=C1C2C3C=CC(C4CC34)C2C(=O)N1c1cc(Cl)ccn1 (configuration not stated)	0.7%	-7%	0%	5%	2%	-2%	0.1%	0.0%	0.1	49
CC1(C)Oc2ccc(C(=O)Nc3ccccc3)cc2N(CC#N)C1=O	0.1%	10%	-5%	3%	-15%	4%	0.2%	0.6%	-0.6	39
CCOC(=O)Cc1nnc(NC(=O)C(CC)Sc2nc(C)cc(=O)[nH]2)s1 (configuration not stated)	-2.0%	12%	-1%	4%	-6%	3%	-0.1%	2.2%	-1.6	53
Cc1cc(C)cc(NC(=O)Nc2ccc(S(=O)(=O)Nc3cc(C)on3)cc2)c1	0.0%	6%	-9%	4%	5%	4%	-0.1%	11%	-0.2	38
O=C(O)c1cc2[nH]c3c(c2cc1Cl)CCCC3	0.4%	-8%	-4%	8%	-2%	0%	0.0%	-0.5%	1.2	52
COc1ccc(CC(=O)NNC(=O)[C@@H]2CCCC[C@@H]2C(=O)O)cc1	1.4%[50 µM]	2%	-9%	0%	1%	-5%	0.0%	-1.2%	-0.2	57
O=C(Nc1c2c(nn1-c1ccc(Cl)cc1)CS(=O)(=O)C2)C1CC1	-0.3%	3%	-4%	1%	-4%	2%	0.3%	-0.8%	-0.2	54
Cn1c(Cl)cnc1C(O)(c1ccccc1)c1ccccc1	0.1%	7%	1%	-3%	10%	15%	0.2%	2.2%	0.6	49
CCC(C)(C)NC(=O)CN(C(=O)CCC(=O)Nc1ccccn1)c1ccc2c(c1)OCO2	-0.2%	-9%	3%	-9%	-11%	10%	0.1%	-0.4%	-1.4	38
Cc1ccc(O)c(C(CC(=O)NC2CCCCC2)c2ccccc2)c1 (configuration not stated)	nt	5%	nt	-9%	-8%	16%	0.6%	0.6%	0.9	49
O=C(Nc1ccc2c(c1)OCCO2)C1CCN(S(=O)(=O)c2ccccc2)CC1	-1.6%	1%	-6%	28%	-23%	1%	-0.1%	-0.6%	1.5	89
CS(=O)(=O)N(CC(=O)NC1CCCCC1)c1cccc(Cl)c1	3.0%	1%	0%	-5%	-11%	-10%	-0.4%	-2.7%	-1.0	60
Cc1ccc(NC(=O)c2ccc3nc[nH]c3c2)cc1C	-0.8%	-7%	-5%	-4%	5%	-6%	-0.1%	-2.0%	1.5	32
